Screening results: PubChem BioAssay, National Center for Advancing Translational Sciences (NCATS)
BAZ2B block: inhibitors of human BAZ2B bromodomain | Potency, µM (doses to about 114 µM), for the others: at the highest dose activity change, negative = inhibition, hits mostly inhibitors | AlphaScreen BAZ2B-H3K14Ac peptide displacement | 4.4% of 360,000 active | Q9UIF8 | AID 504333; further: potency means the concentration at half of the fitted maximal effect; on the % scale 0 is the no-effect control and ±100 the full control effect; nearly all actives have a fitted effect of over 60% in size
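Multi-concentration screen (max 110 uM) measuring displacement of acetylated histone H3 peptide from BAZ2B by AlphaScreen, using 50 nM protein, 50 nM peptide and 10 ug/mL streptavidin donor plus Ni-chelate acceptor beads.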
G9a block: G9a (human) methyltransferase inhibition | AID 504332 | Q96KQ7 | 8.8% of 350,000 active | G9a H3K9 monomethylation, AlphaScreen, 2 h | Potency, µM (doses to about 102 µM), for inactives: top-dose activity, negative = inhibition, most hits filed as inhibitors; further: potency means the concentration at half of the fitted maximal effect; on the % scale 0 is the no-effect control and ±100 the full control effect; nearly all actives have a fitted effect of over 75% in size
Target sequence (Q96KQ7 913-1193 limits assumed): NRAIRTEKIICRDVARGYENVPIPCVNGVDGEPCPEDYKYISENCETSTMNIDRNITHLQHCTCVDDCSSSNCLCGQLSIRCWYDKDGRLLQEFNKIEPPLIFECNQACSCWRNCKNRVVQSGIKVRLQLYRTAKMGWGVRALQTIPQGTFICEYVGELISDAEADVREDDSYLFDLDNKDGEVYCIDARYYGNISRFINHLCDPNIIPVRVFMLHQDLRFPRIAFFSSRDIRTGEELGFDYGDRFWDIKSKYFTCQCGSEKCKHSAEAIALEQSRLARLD
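G9a (20 nM) preincubated 15 min RT with compounds, then 500 nM biotinylated H3K9 peptide and 20 uM SAM added; 2 h RT reaction. Monomethyl-H3K9 product detected by AlphaScreen with anti-H3K9me1 antibody, streptavidin donor and anti-rabbit IgG acceptor beads.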
Pin1 inhibitor: human Pin1 inhibition. AID 504891. Potency, µM (top dose mostly 115 µM), inactives show top-dose activity, negative = inhibition, actives largely listed as inhibitors. Q13526. Pin1 FP peptide displacement, HiFluor488, 10 min. 0.009% of 390,000 active; active means well fitted inhibition curve with a large enough effect in the polarisation, with a control signal flat, not every such curve was filed as active; inconclusive means small, poorly fitted or top-dose-only effect, or effect the other way, or a change in a side signal; inactive means no such curve, though single readings can be large or run the other way; the % refers to the polarisation; further: potency means the concentration at half of the fitted maximal effect; on the % scale 0 is the no-effect control and ±100 the full control effect
Target sequence (Q13526 whole entry, looked up): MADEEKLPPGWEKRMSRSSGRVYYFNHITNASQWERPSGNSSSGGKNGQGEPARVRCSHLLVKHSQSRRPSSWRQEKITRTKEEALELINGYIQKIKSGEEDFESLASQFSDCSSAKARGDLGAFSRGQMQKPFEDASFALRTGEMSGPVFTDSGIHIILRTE
GLS inhibitor: inhibitors of human glutaminase (GLS) | O94925 | GLS enzymatic activity, qHTS titration | Potency, µM (doses to about 45.5 µM), for the others: at the top dose activity change, negative = inhibition, usual class: inhibitors | 0.21% of 410,000 active | AID 624170; further: potency means the concentration at half of the fitted maximal effect; on the % scale 0 is the no-effect control and ±100 the full control effect
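Read-out is an Amplex red fluorescence increase coupled through glutamate oxidase and HRP, measured before and after 30 min room-temperature incubation. hKGA is in 45 mM KH2PO4 (pH 8.2) with 0.02% Tween-20; glutamine added as 1mM solution.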
ERG-DNA inh: inhibitors of human ERG Ets domain-DNA interaction; fluorescence polarization, His-ERG Ets domain / labelled DNA; Potency, µM (highest dose often 76.9 µM), without a hit: at the top dose FP activity, negative = inhibition, actives largely listed as inhibitors; 0.028% of 370,000 active; P11308; active means well fitted inhibition curve with a large enough effect in the polarisation, with a control signal flat; inconclusive means small, poorly fitted or top-dose-only effect, or effect the other way, or a change in a side signal; inactive means no such curve, though single readings can be large or run the other way; the % refers to the polarisation;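 further: polarization taken with two DNA probes labelled with fluorescein and Texas red; potency means the concentration at half of the fitted maximal effect; % of control where 0% means no effect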
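His-tagged ERG Ets domain (1 uM in the protein solution; 300mM KCl, 50mM Tris-HCl, 1mM EDTA, 1mM DTT, pH 7.5) received compound, then a probe mix of 5 nM fluorescein-DNA and 100nM Texas-615-DNA. Fluorescence polarization was read for both dyes.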
PI4K2A inh: blocks human PI4K2A kinase activity; activity change, negative = inhibition, % at 76.9 µM; purified PI4K2A, ADP-Glo luminescence, 1 h; stronger effect = lower value; 0.13% of 420,000 active; in the data active means activity change below about -50%; inconclusive means mostly about -30% to -49%;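 further: -100% = wells without enzyme as full effect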
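Compounds are screened against recombinant PI4K2A using PI as substrate and ATP, the latter dispensed at 300 microM. Reactions run one hour at ambient temperature before ADP-Glo detection; full inhibition defined by wells lacking enzyme.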
Tb PGK inh: blocks T. brucei phosphoglycerate kinase; P07378; PGK/GAPDH coupled, Kinase-Glo luminescence, 60 min; Potency, µM (doses to about 57.5 µM), for inactives: at the highest dose activity change, negative = inhibition, actives largely listed as inhibitors; 0.043% of 380,000 active; AID 602233; further: potency means the concentration at half of the fitted maximal effect; on the % scale 0 is the no-effect control and ±100 the full control effect; nearly all actives have a fitted effect of over 60% in size
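Luminescent ATP detection (Kinase-Glo Plus) follows a 60-minute room-temperature incubation, with wells lacking PGK as controls. Buffer: 100 mM TEA (pH 7.6), 5 mM MgCl2, 0.01% Tween-20. Coupling enzyme GAPDH (100 nM final) supplies unstable 1,3-BPG in-well.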
JMJD2A Tudor inh: JMJD2A Tudor domain (human) inhibition. AID 504339. AlphaScreen JMJD2A-Tudor / H3K4me3 peptide binding. 4.4% of 390,000 active. O75164. Potency, µM (highest dose often 114 µM), without a hit: at the highest dose activity change, negative = inhibition, usual class: inhibitors; further: potency means the concentration at half of the fitted maximal effect; on the % scale 0 is the no-effect control and ±100 the full control effect; nearly all actives have a fitted effect of over 50% in size
HP1b chromo inh: inhibitors of HP1-beta chromodomain binding to methylated histone tails; 0.56% of 390,000 active; P83916; AID 540317; Potency, µM (titrated, usually from 114 µM), for inactives: at the top dose activity change, negative = inhibition, most hits filed as inhibitors; AlphaScreen HP1-beta / biotin-H3K9me3 peptide binding; further: potency means the concentration at half of the fitted maximal effect; nearly all actives have a fitted effect of over 70% in size; inactives centre near 23
Target sequence (P83916 whole entry, looked up): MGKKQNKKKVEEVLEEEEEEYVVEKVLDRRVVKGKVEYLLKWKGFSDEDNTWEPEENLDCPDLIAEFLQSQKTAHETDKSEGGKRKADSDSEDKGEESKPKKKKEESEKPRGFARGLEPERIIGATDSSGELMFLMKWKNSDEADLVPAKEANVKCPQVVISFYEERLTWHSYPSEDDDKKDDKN
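Compound inhibition of the preformed complex between 50 nM HP1-beta and 50 nM biotinylated H3K9me3 peptide was read by AlphaScreen. Buffer was PBS pH 7.4 with 0.01% Tween-20. Incubations ran 30 min at room temperature, with 10 ug/mL donor/acceptor beads.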
Numbers without * were called inactive; i = inactive; ? = inconclusive; . = not tested or not shown; & = joins results of further samples; [ ] = dose if it differs, or a comment. Unless noted, the call rests on the fitted dose curve; in most records, active means well fitted curve in the direction sought with a large enough effect; inconclusive means small, poorly fitted or top-dose-only effect, or another doubt; inactive means no such curve, though single readings can be large; an effect the other way counts as inactive or inconclusive.

The line under a structure holds: BAZ2B block | G9a block | Pin1 inhibitor | GLS inhibitor | ERG-DNA inh | PI4K2A inh | Tb PGK inh | JMJD2A Tudor inh | HP1b chromo inh
CCc1ccc(NC(=O)C(=O)NCC(c2cccnc2)N2CCN(C)CC2)cc1 (stereo unspecified)
  45µM* | 16µM* | ? | -10% | 2% | -2 | 4% | 56µM* | 17%
Cc1ccccc1N1CCN(CCCN2C(=O)CC(=C(c3ccccc3)c3ccccc3)C2=O)CC1
  -9% | -40% | 20% | 3% | -7% | 1 | -6% | -28% | -11%
C=CCOn1c(C)c(C(C)=O)c2c3no[n+]([O-])c3ccc21
  -3% | 21%[59 µM] | -4% | 14% | -3% | 5 | 9% | -26% | 19%
Cc1cccc(Cl)c1NC(=S)NCCc1ccccn1
  -1% | -3% | -5% | 1% | -4% | 0 | -9% | -4% | 27%
COc1ccc(C(=O)NCC(c2ccc3c(c2)OCO3)N2CCOCC2)cc1OC (stereo unspecified)
  0% | 10%[59 µM] | 1% | -1% | 0% | -1 | 3% | 0% | 32%[57 µM]
COc1ccc(-c2nnc(-c3cccnc3)o2)cc1OC
  -10% | 23%[59 µM] | 2% | 0% | -3% | -6 | i | -19% | 39%
COc1cc(OC)c(NC(=O)N2CCSc3ccccc32)cc1Cl
  ? | ? | -9% | -11% | -5% | 3 | 10% | -27% | 16%
O=C(c1ccc(Cl)cc1)C(Cn1cncn1)C(Sc1ccccc1)c1ccccc1 (stereo unspecified)
  0% | ? | -10% | 1% | -7% | 3 | -3% | -10% | 29%
COc1ccc(/C=C2\CCc3ccccc3C2=O)cc1CN1CCOCC1
  ? | 35µM* | 2% | 4% | 5%[15.4 µM] | 4 | 8% | ? | -20%
CCOC(=O)NC(=O)CSc1nc(-c2ccc(C)c(C)c2)cn1-c1ccccc1
  35µM* | 7.9µM* | 3% | 34%[activator] | -10% | -2 | 3% | ? | ?
CCOC(=O)c1cc2occc2n1CC(=O)Nc1ccc(OC)cc1OC
  ? | 40µM* | 0% | 8% | . | -2 | . | ? | -7%
O=C(Cc1ccc(-c2ccccc2)cc1)OCC(=O)N1CCCC1=O
  3% | 8% | 1% | 6% | -15% | 2 | -8% | 1% | 39%[activator]
Oc1ccccc1C=NN=C1c2ccccc2-c2ccccc21
  . | . | 1% | 22% | -4% | 6 | 2% | 16µM* | 45µM*
O=C(c1ccc(COc2ccc(F)cc2)o1)n1cc(Br)cn1
  ? | ? | -7% | 0% | 0% | -1 | -8% | ? | 25%
O=C(CSc1ccc2nnc(CCNC(=O)c3ccc(F)cc3)n2n1)NCc1ccco1
  -9% | 20%[12.7 µM] | 2% | 0% | 3% | -4 | -4% | -4% | 8%
CC(C)Nc1nnc(SCC(=O)c2c[nH]c3ccccc23)s1
  -6% | ? | -2% | 13% | 6% | 5 | -3% | -22% | 9%
Cc1ccc(-c2nnc(NC(=O)c3ccco3)o2)c(C)c1
  ? | -34% | 5% | 4% | 3% | -9 | -3% | -14% | 19%
CCc1nnc(NC(=O)c2cccc(S(=O)(=O)N3CCCC3)c2)s1
  4% | 20% | 2% | 14% | 6% | 7 | -4% | -14% | 7%
O=C(CCN1C(=O)/C(=C\c2ccccc2)SC1=S)N1CCCCC1
  -10% | -11%[59 µM] | -4% | 2% | 6% | -18 | -8% | -23% | -13%
CC(C)[C@H](NC(=O)OCc1ccccc1)C(=O)OCC(=O)N1CCCCC1
  . | . | 1% | ? | -7% | 6 | -3% | -7% | 32%
COc1cc(NC(=O)c2cccc([N+](=O)[O-])c2)ccc1NC(=O)c1cc2ccccc2o1
  -3% | 12% | -1% | -12% | -5% | 1 | -3% | -4% | 14%
O=C(Nc1ccc(N2CCN(c3ccccc3)CC2)c(F)c1)C1CC1
  -9% | 15%[12.7 µM] | -4% | 8% | -6% | 0 | 2% | -10% | 29%
CC(=O)Nc1ccc(N2C(C(C)=O)=NN(c3ccc(Cl)cc3)C2c2sccc2C)cc1 (stereo unspecified)
  -18% | 2%[59 µM] | ? | -2% | -4% | 5 | -8% | -23% | 31%
Cc1ccc(-c2nc(SCC(=O)N(C)c3c(N)n(Cc4ccccc4)c(=O)[nH]c3=O)n[nH]2)cc1
  -15% | 1% | 0% | 7% | 14% | -3 | -15% | -11% | 28%
CC1(C)C(N(O)C(=O)Nc2ccc(Cl)cc2)N(c2ccc(Cl)cc2)C(=O)N1CC(=O)NN (stereo unspecified)
  -2% | 15%[12.7 µM] | -4% | ? | . | 0 | 6% | -29% | 26%
CC(C)(C)[C@@H]1CCC(=O)N(CC[C@H](Sc2ccc(Br)cc2)c2ccccc2)CC1
  . | . | 22% | -2% | 3% | -1 | i | 60%[activator] | 106%[activator]
CCCCN(C(=O)c1ccccc1OCc1ccc(F)cc1)c1c(N)n(CCC)c(=O)[nH]c1=O
  0% | . | -3% | -16% | -11% | 6 | -9% | -4% | 33%
Cc1ccc(-c2ccc(=O)n(CC(=O)NCc3ccc(F)cc3)n2)cc1
  -4%&2% | 55%&-12%[activator][59 µM] | 18%&44% | -6%&-8% | 10%&0% | 0&-7 | -7% | -16%&-22% | 30%&26%
CC[C@@H](C)[C@@H]1CN([C@@H](C)CN2CCC[C@H]2CN2C(N)=NC[C@H]2CC(C)C)C(=N)N1CCc1ccc(Cl)c(Cl)c1
  . | . | -2% | 15% | 5% | -3 | 3% | -27% | 13%
CCn1cc(C(=O)C(F)(F)F)c2ccccc21
  4% | 69%[activator][59 µM] | -8% | -6% | 1% | -2 | i | -6% | 19%

Filtered by structure, those above containing an aryl methoxy group
The line under a structure holds: BAZ2B block | G9a block | Pin1 inhibitor | GLS inhibitor | ERG-DNA inh | PI4K2A inh | Tb PGK inh | JMJD2A Tudor inh | HP1b chromo inh
COc1ccc(C(=O)NCC(c2ccc3c(c2)OCO3)N2CCOCC2)cc1OC (stereo unspecified)
  0% | 10%[59 µM] | 1% | -1% | 0% | -1 | 3% | 0% | 32%[57 µM]
COc1ccc(-c2nnc(-c3cccnc3)o2)cc1OC
  -10% | 23%[59 µM] | 2% | 0% | -3% | -6 | i | -19% | 39%
COc1cc(OC)c(NC(=O)N2CCSc3ccccc32)cc1Cl
  ? | ? | -9% | -11% | -5% | 3 | 10% | -27% | 16%
COc1ccc(/C=C2\CCc3ccccc3C2=O)cc1CN1CCOCC1
  ? | 35µM* | 2% | 4% | 5%[15.4 µM] | 4 | 8% | ? | -20%
CCOC(=O)c1cc2occc2n1CC(=O)Nc1ccc(OC)cc1OC
  ? | 40µM* | 0% | 8% | . | -2 | . | ? | -7%
COc1cc(NC(=O)c2cccc([N+](=O)[O-])c2)ccc1NC(=O)c1cc2ccccc2o1
  -3% | 12% | -1% | -12% | -5% | 1 | -3% | -4% | 14%

Other entries:
| molecule | BAZ2B block | G9a block | Pin1 inhibitor | GLS inhibitor | ERG-DNA inh | PI4K2A inh | Tb PGK inh | JMJD2A Tudor inh | HP1b chromo inh |
| --- | --- | --- | --- | --- | --- | --- | --- | --- | --- |
| Nc1nonc1-n1nnc(C(=O)N/N=C/c2cccc(F)c2)c1-c1ccc2c(c1)OCO2 | -2% | 35% | -2% | -11% | 16% | -3 | -9% | 4% | 44%[activator] |
| O=C(OCC1CCCN2CCCCC12)c1ccc2c(c1)OCO2 (stereo unspecified) | -1% | ? | 3% | 0% | . | -2 | 1% | -11% | 10% |
| CC(C)C(=O)Nc1cccc(S(=O)(=O)c2cccc(NC(=O)C(C)C)c2)c1 | 1% | 16%[59 µM] | 4% | 6% | 5% | -3 | -4% | -17% | 25% |
| OC(CN1CCCCC1)Cn1c2ccc(Cl)cc2c2cc(Cl)ccc21 (stereo unspecified) | -14% | ? | 4% | -6% | -5% | 10 | -4% | -30% | 1% |
| COc1ccc(NC(=O)CSc2[nH]c(=O)cc(C)c2C#N)cc1OC | -2% | 14%[59 µM] | 1% | -1% | . | 2 | -2% | -17% | 24% |
| CN(CC(=O)NCCc1ccc(F)cc1)Cc1ccccc1 | 35%[activator] | 9%[12.7 µM] | -9% | 6% | 2% | 7 | -11% | 12% | 28% |
| COCCN(CC(=O)Nc1cccc(C)c1C)C(=O)Cc1sc(C)nc1-c1ccc(F)cc1 | -3% | -6%[2.33 µM] | 24% | 10% | . | 3 | -2% | -14% | 8% |
| COc1cc(C2c3cc4c(cc3C(O)C3COCC23)OCO4)cc(OC)c1OC (stereo unspecified) | . | . | 2% | 5% | -3% | 4 | 8% | -26% | -7% |
| CC(Sc1cccc[n+]1[O-])C(=O)Nc1cccc([N+](=O)[O-])c1 (stereo unspecified) | . | ? | -3% | 1% | 22% | -2 | -7% | 1% | 40%[activator] |
| CCOC(=O)c1ccc(NC(=O)CSc2nnc(C)n2-c2ccccc2)cc1 | -2% | 9% | -2% | -8% | -3% | 1 | -10% | 1% | 40%[activator] |
